# From PubChem
# IMPase Li cell = membrane-permeable IMPase blocker, potentiated with lithium. CHO-M1 cells, IP1 TR-FRET (IP-One), carbachol + lithium. Potency, µM (series often up to 59.4 µM), for inactives: top-dose activity, negative = IMPase inhibition, usual class: inhibitors. actives 0.35% (n = 210,000);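 further: IP1 builds up when IMPase is blocked and the TR-FRET signal falls; potency means the concentration at half of the fitted maximal effect; plate controls were basal vehicle for no effect and high inhibitor control for full effect; nearly all actives have a fitted effect of over 50% in size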
#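 Test compounds were applied to CHO-M1 cells previously cultured for 16–30 h at 2000 per well. A small lithium amount accompanied them; after 30 min at 37C, IP1 was quantified by TR-FRET.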
# HttQ103 aggreg = mutant huntingtin aggregation inhibition; PC12 HttQ103-GFP aggregates, Acumen cytometry, 40 h; Potency, µM (titrated, usually from 46.1 µM), for inactives: at the top dose activity change, negative = inhibition, most hits filed as inhibitors; actives 1.1% (n = 220,000); further: potency means the concentration at half of the fitted maximal effect; on the % scale 0 is the no-effect control and ±100 the full control effect; nearly all actives have a fitted effect of over 60% in size
#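 PC12 cells with ecdysone-inducible HTT exon1 Q103-GFP, induced by 100 nM tebufenozide, given compounds in a concentration series. GFP aggregates (1–25 um, 6 SD above background) counted in lysates by laser-scanning cytometry, 488 nm excitation.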
# Lamin A splicing = modulators of lamin A splicing; HeLa LMNA splicing GFP/RFP minigene ratio, 48 h; Potency, µM (titrated, usually from 46.1 µM), for the others: at the highest dose ratio change, negative = inhibition, hits mostly inhibitors; actives 0.01% (n = 200,000); active means well fitted inhibition curve with a large enough effect in the signal ratio, with a control signal flat, not every such curve was filed as active; inconclusive means small, poorly fitted or top-dose-only effect, or effect the other way, or a change in a side signal; the % refers to the signal ratio; further: potency means the concentration at half of the fitted maximal effect; on the % scale 0 is the no-effect control and ±100 the full control effect
#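 S3 HeLa stable clones carrying a lamin A-EGFP splicing minigene plus DsRed2 were seeded at 600 cells/well in Opti-MEM with 2% FBS, pin-dosed and incubated 48 h at 37°C. Acumen cytometry (488 nm) gave the GFP/RFP total-intensity ratio.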
# Luc counter = blocks Kinase-Glo luciferase, a counter-screen artifact | Kinase-Glo luciferase, ATP luminescence, 8 min | Potency, µM (titrated, usually from 38.3 µM), without a hit: top-dose activity change, negative = inhibition, usual class: inhibitors | actives 0.28% (n = 200,000) | AID 1379; further: potency means the concentration at half of the fitted maximal effect; on the % scale 0 is the no-effect control and ±100 the full control effect; nearly all actives have a fitted effect of over 60% in size
#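 Compound is pinned into ATP-containing buffer (10 uM ATP, imidazole pH 7.2, 7 mM MgCl2). Kinase-Glo luciferase reagent is then added. Light output is recorded following an 8-min room-temperature incubation.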
# NPSR antagonist = neuropeptide S receptor (human) antagonism, cAMP. CHO-NPSR cells, cAMP TR-FRET, antagonist mode. Potency, µM (doses to about 38.3 µM), for inactives: top-dose activity change, negative = inhibition, usual class: inhibitors. actives 1% (n = 220,000); further: potency means the concentration at half of the fitted maximal effect; on the % scale 0 is the no-effect control and ±100 the full control effect; nearly all actives have a fitted effect of over 50% in size; many of its hits are not listed in these tables
# Target sequence (Q6W5P4 whole entry, looked up): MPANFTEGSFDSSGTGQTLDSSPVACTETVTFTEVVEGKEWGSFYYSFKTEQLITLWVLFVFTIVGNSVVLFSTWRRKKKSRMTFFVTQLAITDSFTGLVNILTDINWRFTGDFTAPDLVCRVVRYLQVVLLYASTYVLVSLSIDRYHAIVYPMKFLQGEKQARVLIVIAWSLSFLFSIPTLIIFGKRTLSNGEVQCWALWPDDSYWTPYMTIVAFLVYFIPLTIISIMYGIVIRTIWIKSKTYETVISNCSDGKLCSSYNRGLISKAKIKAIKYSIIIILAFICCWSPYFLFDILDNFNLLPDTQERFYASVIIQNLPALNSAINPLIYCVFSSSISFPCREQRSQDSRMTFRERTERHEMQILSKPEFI
# Epigenetic derep = epigenetic control regulation, reporter derepression; murine LDR cells, GFP reporter derepression, 30 h; Potency, µM (titrated, usually from 53.9 µM), for inactives: at the top dose GFP activation, hits mostly activators; actives 0.2% (n = 280,000); AID 1865; further: potency means the concentration at half of the fitted maximal effect; % of control where 0% means no effect; nearly all actives have a fitted effect of over 60% in size
#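 Derepression of a silenced CMV-GFP reporter in murine LDR cells is scored by enumerating GFP-positive cells with a laser-scanning microplate cytometer after 30 hours of treatment at 37 C.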
# CBFb RUNX1 block = CBF-beta/RUNX1 interaction disruption; Q01196+Q13951; AlphaScreen CBFb-His/RUNX1-biotin binding, biochemical; Potency, µM (highest dose often 59.8 µM), for inactives: top-dose activity, negative = inhibition, hits mostly inhibitors; 230,000 tested, under 10 active; AID 1477; further: % of control where 0% means no effect
# Target sequence (Q01196 whole entry, looked up): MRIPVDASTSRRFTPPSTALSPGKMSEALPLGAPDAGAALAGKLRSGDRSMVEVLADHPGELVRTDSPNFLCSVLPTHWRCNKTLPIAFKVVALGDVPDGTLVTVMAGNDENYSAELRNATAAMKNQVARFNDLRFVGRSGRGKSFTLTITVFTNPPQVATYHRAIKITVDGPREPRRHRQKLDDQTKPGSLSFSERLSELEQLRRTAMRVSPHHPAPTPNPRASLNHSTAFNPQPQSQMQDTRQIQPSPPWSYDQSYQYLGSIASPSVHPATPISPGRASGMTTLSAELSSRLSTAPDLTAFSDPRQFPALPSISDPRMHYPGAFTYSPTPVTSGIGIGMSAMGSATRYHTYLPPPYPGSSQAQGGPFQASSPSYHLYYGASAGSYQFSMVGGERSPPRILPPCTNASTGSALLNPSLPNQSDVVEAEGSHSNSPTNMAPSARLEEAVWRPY
# Target sequence (Q13951 whole entry, looked up): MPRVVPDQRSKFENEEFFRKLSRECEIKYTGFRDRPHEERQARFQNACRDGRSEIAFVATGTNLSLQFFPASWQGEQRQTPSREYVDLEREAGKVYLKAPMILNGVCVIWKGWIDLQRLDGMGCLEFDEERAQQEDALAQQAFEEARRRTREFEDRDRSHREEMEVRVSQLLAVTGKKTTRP
#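 Room-temperature protein-protein interaction test with 30 nM each of His-tagged CBF-beta and biotinylated RUNX1, 15 min with compound, then 90 min with nickel plus streptavidin beads. Signal read in AlphaScreen mode.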
# Active calls of the source: *; ? = inconclusive; · = no result given; & = joins results of further samples; [ ] = dose if it differs, or a comment. Unless noted, the call rests on the fitted dose curve; in most records, active means well fitted curve in the direction sought with a large enough effect; inconclusive means small, poorly fitted or top-dose-only effect, or another doubt; inactive means no such curve, though single readings can be large; an effect the other way counts as inactive or inconclusive. These rows are one share of the data. The share of hits here may be higher or lower than overall.
# Sequence of screens: IMPase Li cell | HttQ103 aggreg | Lamin A splicing | Luc counter | NPSR antagonist | Epigenetic derep | CBFb RUNX1 block
COC(=O)c1ccc(NC(=O)c2c(C(=O)Nc3ccccc3)sc3nc(C)cc(=O)n23)cc1
  -9% | -9% | · | 12% | -3% | -4.1% | 7%
CNc1nc(SC)nc(N(C)C#N)n1
  3% | 7% | ? | 1% | 18% | -1.1% | -4%
COc1cccc2[nH]c3c(N4CCCCC4)ncnc3c12
  8%[38.3 µM] | ? | ? | 2% | -4%[46.1 µM] | -6.1% | 15%
Cc1ccc(NC(=O)c2ccn(C(=O)Nc3ccccc3)n2)c(C)c1
  -1% | 9% | · | -7% | 27% | -6.2% | -4%
COc1cc(CC(=O)OCC(=O)NC2CC2)cc(OC)c1OC
  -5% | 13% | -4%[46 µM] | 1% | 23% | 4.4% | -1%
CCC1=C2CC[C@H]3C(=O)N(CC)C(=O)[C@H]3[C@H]2[C@@]2(C)C(=O)N(CC(=O)OC)C(=O)N2C1=O
  -7% | · | · | -17% | · | 0.0% | 0%
Cc1ccc(C(=O)O)cc1N1C(=O)CCCC1=O
  1% | 1%[9.22 µM] | 4%[46 µM] | 0% | -9% | 1.1% | 3%
CCN(C(=O)COC(=O)C(Cc1ccccc1)N1C(=O)c2ccccc2C1=O)C1CCS(=O)(=O)C1 (configuration not stated)
  17%[38.3 µM] | 6% | -3% | -2% | -6%[46.1 µM] | 0.9% | 3%
CCCCN1C(=O)C(=O)NC[C@@H]1C(C)CC (some centres not stated)
  · | -12%[9.22 µM] | · | · | 18% | -1.6% | 12%
CCCn1c(-c2ccc[nH]c2=O)nc2ccccc21
  -13% | 3% | · | 5% | 7% | -2.8% | -1%
CCOC(=O)C1(P(=O)(c2ccc(Cl)cc2)c2ccc(Cl)cc2)CCC1
  46%[activator][38.3 µM] | -5% | 3% | -2% | -24%[46.1 µM] | -0.7% | -4%
CCOC(=O)C1=C(N)N(c2ccc(C)cc2)C2=C(C(=O)CCC2)C1c1cccs1 (configuration not stated)
  18% | ? | ? | 1% | ? | 0.1% | -4%
Cc1ccc2c(c1)cc(CN(Cc1ccc3c(c1)OCO3)S(=O)(=O)c1ccccc1)c1nnnn12
  -16%[38.3 µM] | 0% | ? | 6% | -24%[46.1 µM] | 4.3% | 6%
O=C(CN(CCc1ccccc1)C(=O)CNS(=O)(=O)c1ccccc1)NCc1ccco1
  4%[38.3 µM] | 9%[9.22 µM] | 6% | 2% | -11%[46.1 µM] | 1.2% | -5%
COc1ccc(N(CC(=O)Nc2nccs2)S(=O)(=O)c2c(C)nn(C)c2C)cc1
  10%[38.3 µM] | 19% | -1% | -3% | 0%[46.1 µM] | 0.8% | 4%
Cc1ccc(C(=O)c2nocc2C(=O)c2cccs2)cc1
  27%[38.3 µM] | -1% | 4% | 1% | -20%[46.1 µM] | ? | 5%
COc1cc(CN2CCNC(=O)C2CC(=O)NCCC2=CCCCC2)cc(OC)c1 (configuration not stated)
  0% | -4%[9.22 µM] | ? | 2% | -1% | 0.7% | ?
Nc1nonc1C(=O)OCC(=O)N1CCOCC1
  6%[38.3 µM] | 23%[9.22 µM] | -1% | -1% | -4%[46.1 µM] | 0.0% | 2%
Cc1cc(C(=O)CN2C(=O)NC(Cc3c[nH]c4ccccc34)C2=O)c(C)n1C (configuration not stated)
  1%[38.3 µM] | 3% | 0% | -4% | -2%[7.67 µM] | 0.0% | -24%
CCCC(=O)Nc1ccc(C(=O)NNC(=S)NC(=O)c2cccs2)cc1
  -6%[38.3 µM] | -11% | -7% | 0% | -7%[46.1 µM] | 4.6% | -16%

# Entries above that have two or more sulfur atoms, in the order listed:
# Sequence of screens: IMPase Li cell | HttQ103 aggreg | Lamin A splicing | Luc counter | NPSR antagonist | Epigenetic derep | CBFb RUNX1 block
COc1ccc(N(CC(=O)Nc2nccs2)S(=O)(=O)c2c(C)nn(C)c2C)cc1
  10%[38.3 µM] | 19% | -1% | -3% | 0%[46.1 µM] | 0.8% | 4%
CCCC(=O)Nc1ccc(C(=O)NNC(=S)NC(=O)c2cccs2)cc1
  -6%[38.3 µM] | -11% | -7% | 0% | -7%[46.1 µM] | 4.6% | -16%

# Remaining list, next part
# Sequence of screens: IMPase Li cell | HttQ103 aggreg | Lamin A splicing | Luc counter | NPSR antagonist | Epigenetic derep | CBFb RUNX1 block
Cc1nnc(SCc2ccc(C(=O)Nc3cc(Cl)ccc3C)cc2)s1
  3% | -11% | ? | 0% | -29% | 2.1% | 8%
COc1ccc(S(=O)(=O)n2nc(OC(C)=O)cc2N(C(C)=O)C(C)=O)cc1
  -7% | 21%[9.22 µM] | · | · | 14% | -0.5% | 0%
Cc1ccc(S(=O)(=O)Nc2c(C)nn(C)c2C)cc1
  -13%[38.3 µM] | -2%[9.22 µM] | -21% | 2% | -3%[46.1 µM] | -3.0% | 6%
CN1/C(=C/C(=O)c2cccs2)Sc2ccccc21
  -14%[38.3 µM] | -6% | -3% | 14µM* | -10%[46.1 µM] | -1.3% | 25%
Cc1nnc(SC(C(=O)Nc2ccc(Cl)c([N+](=O)[O-])c2)c2ccccc2)[nH]c1=O (configuration not stated)
  -2% | ? | ? | 1% | -2% | 3.3% | 1%
O=C(COc1ccc(S(=O)(=O)NC2CCCCC2)cc1)NCc1cccnc1
  1%[38.3 µM] | -10% | 2% | 3% | -10%[46.1 µM] | -0.7% | 5%
COc1ccccc1-c1nc(S(=O)(=O)c2ccc(Cl)cc2)c(N(C)C)o1
  4%[38.3 µM] | -3% | 3% | 2% | -13%[46.1 µM] | 0.0% | -1%
Cc1ncc(C[n+]2csc(CCOC(=O)CC3C4CC5CC(C4)CC3C5)c2C)c(N)n1 (configuration not stated)
  2%[38.3 µM] | 28% | 7% | -1% | 9%[46.1 µM] | 1.0% | 1%
CCc1ccc(-c2csc3[n+]2CCN3C(C)=O)cc1
  26%[38.3 µM] | ? | 3% | -6% | -8%[46.1 µM] | -1.1% | -3%
Cc1c(C)c2c(c(C)c1O)CC[C@@](C)(CCC[C@H](C)CCC[C@H](C)CCCC(C)C)O2
  -8%&3% | 23% | ? | 5%[39.9 µM] | · | -2.7%&-2.8% | 12%
CC(C)(C)C1CCC(C(=O)OCC(=O)Nc2ccc3[nH]c(=O)[nH]c3c2)CC1 (configuration not stated)
  -2% | 20% | 7%[46 µM] | 4% | 2% | 5.6% | -8%
CC(C)n1nc(C(=O)Nc2cccc(S(=O)(=O)NCc3ccco3)c2)c2ccccc2c1=O
  · | -41%[9.22 µM] | · | · | -38% | 0.6% | 2%
COc1cccc(NC(=O)CNC(=O)c2ccc(OC)c(OC)c2)c1
  -12% | -5% | · | -3% | 11% | -3.1% | -4%
CN(Cc1ccccc1)Cc1nc2c(c(=O)n(C)c(=O)n2C)n1CCCc1ccccc1
  21%[38.3 µM] | -9% | 14% | 1% | ? | 0.9% | 13%
COCCn1c(Cc2cccn2C)nnc1SCC(=O)Nc1nccs1
  -6% | -4% | 3%[46 µM] | -2% | 9% | 4.9% | ?
COc1cccc(OC)c1C(=O)N1CCN(Cc2ccccc2C(F)(F)F)CC1
  19%[38.3 µM] | ? | -19% | 3% | -18%[46.1 µM] | -1.0% | 5%
Cc1nn(-c2ccccc2)c(N)c1Sc1ccccc1[N+](=O)[O-]
  2% | 3.5µM* | -14% | 0% | -11% | 0.0% | -24%
COc1ccccc1OCc1ccc(C(=O)NC(C)(C)C)o1
  21%[38.3 µM] | -8% | ? | 0% | -2%[46.1 µM] | 0.9% | -9%
Cc1nnc(SCc2ccc(F)cc2)n1NC/C=C/c1ccccc1
  35%[activator] | -2% | ? | 3% | 27% | -1.0% | 1%
CC(=O)Nc1ccc(Cc2ccc3[nH]c(=O)cc(C)c3c2)cc1
  -1% | 22%[9.22 µM] | ? | 1%[7.66 µM] | -14% | 1.1% | 5%

# Reprinted at random: six records from the list
# Sequence of screens: IMPase Li cell | HttQ103 aggreg | Lamin A splicing | Luc counter | NPSR antagonist | Epigenetic derep | CBFb RUNX1 block
COC(=O)c1ccc(NC(=O)c2c(C(=O)Nc3ccccc3)sc3nc(C)cc(=O)n23)cc1
  -9% | -9% | · | 12% | -3% | -4.1% | 7%
O=C(CN(CCc1ccccc1)C(=O)CNS(=O)(=O)c1ccccc1)NCc1ccco1
  4%[38.3 µM] | 9%[9.22 µM] | 6% | 2% | -11%[46.1 µM] | 1.2% | -5%
CCc1ccc(-c2csc3[n+]2CCN3C(C)=O)cc1
  26%[38.3 µM] | ? | 3% | -6% | -8%[46.1 µM] | -1.1% | -3%
COc1cc(CC(=O)OCC(=O)NC2CC2)cc(OC)c1OC
  -5% | 13% | -4%[46 µM] | 1% | 23% | 4.4% | -1%
CC(C)(C)C1CCC(C(=O)OCC(=O)Nc2ccc3[nH]c(=O)[nH]c3c2)CC1 (configuration not stated)
  -2% | 20% | 7%[46 µM] | 4% | 2% | 5.6% | -8%
COc1ccccc1OCc1ccc(C(=O)NC(C)(C)C)o1
  21%[38.3 µM] | -8% | ? | 0% | -2%[46.1 µM] | 0.9% | -9%

# (next part)
# Sequence of screens: IMPase Li cell | HttQ103 aggreg | Lamin A splicing | Luc counter | NPSR antagonist | Epigenetic derep | CBFb RUNX1 block
Cc1cc(NC(=O)C23CC4CC(C2)CC(n2cnc([N+](=O)[O-])n2)(C4)C3)no1
  -7% | 23%[9.22 µM] | · | 2% | 15% | -1.3% | 0%
CCOC(=O)CSc1[nH]c(=O)cc(C)c1C#N
  16%[38.3 µM] | -5% | 6% | -5% | -10%[46.1 µM] | 0.0% | -2%
O=C(c1cc2c(s1)-c1ccccc1OC2)N1CCN(c2ccccn2)CC1
  10µM* | -16% | 2% | -3% | -18%[46.1 µM] | -1.0% | 4%
O=C(CSc1nnc(-c2ccc(S(=O)(=O)N3CCCC3)cc2)o1)NCC1CCCO1 (configuration not stated)
  6% | -12%[9.22 µM] | -15%[46 µM] | 0% | 1% | 0.1% | 5%
COc1ccc(C2=NCN(c3ccc(C)cc3)C(=S)N2)cc1
  -24%[38.3 µM] | -5% | -13% | -6% | -8%[46.1 µM] | -3.3% | -8%
O=c1c2cn[nH]c2[nH]c(=S)n1-c1cccc2ccccc12
  ? | 5% | 4% | 3% | -21% | 0.1% | 4%
CCc1ccc2nc3sc(C(=O)O)cc3cc2c1
  22% | -5%[9.22 µM] | · | -2% | 14% | 1.1% | -2%
CSCCC(NS(=O)(=O)/C=C/c1ccccc1)C(=O)NCCc1ccc(S(N)(=O)=O)cc1 (configuration not stated)
  · | 9%[9.22 µM] | · | · | 1% | 0.0% | 2%
